High-throughput results as filed in PubChem.
Tb PGK inh: inhibitors of T. brucei phosphoglycerate kinase. P07378. PGK/GAPDH coupled, Kinase-Glo luminescence, 60 min. Potency, µM (highest dose often 57.5 µM), inactives show at the highest dose activity change, negative = inhibition, most hits filed as inhibitors. 380,000 compounds, 0.043% hits. AID 602233; also: potency is read from the fitted curve at half-maximal effect; % is scaled to controls: 0 for no effect and ±100 for the full control effect; nearly all actives have a fitted effect of over 60% in size
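Luminescent ATP detection (Kinase-Glo Plus) follows a 60-minute room-temperature incubation, with wells lacking PGK as controls. Buffer: 100 mM TEA (pH 7.6), 5 mM MgCl2, 0.01% Tween-20. Coupling enzyme GAPDH (100 nM final) supplies unstable 1,3-BPG in-well.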
PI4K2A block: inhibitors of human PI4K2A. Q9BTU6. purified PI4K2A, ADP-Glo luminescence, 1 h; active compounds read low. activity change, negative = inhibition, % at 76.9 µM. 420,000 compounds, 0.13% hits. AID 1346378; in the data active = activity change below about -50%; inconclusive = mostly about -30% to -49%;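 also: -100% = wells without enzyme as full effect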
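In this quantitative HTS, ADP production by PI4K2A was quantified luminescently after 1 h at ambient temperature; 100 microM adenosine served as plate-quality control.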
Pin1 inh: inhibitors of human Pin1 | 390,000 compounds, 0.009% hits | Potency, µM (doses to about 115 µM), without a hit: at the highest dose activity, negative = inhibition, most hits filed as inhibitors | AID 504891 | Pin1 FP peptide displacement, HiFluor488, 10 min; active = well fitted inhibition curve with a large enough effect in the polarisation, with a control signal flat, not every such curve was filed as active; inconclusive = small, poorly fitted or top-dose-only effect, or effect the other way, or a change in a side signal; inactive = no such curve, though single readings can be large or run the other way; the % refers to the polarisation; also: potency is read from the fitted curve at half-maximal effect; % is scaled to controls: 0 for no effect and ±100 for the full control effect
Target sequence (Q13526 whole entry, looked up): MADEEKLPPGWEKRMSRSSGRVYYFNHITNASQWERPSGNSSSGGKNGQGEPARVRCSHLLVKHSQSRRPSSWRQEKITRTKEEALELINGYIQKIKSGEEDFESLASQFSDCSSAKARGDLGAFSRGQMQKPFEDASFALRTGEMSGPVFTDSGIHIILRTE
BAZ2B block: blocks human BAZ2B; Potency, µM (series often up to 114 µM), without a hit: top-dose activity change, negative = inhibition, actives largely listed as inhibitors; AID 504333; Q9UIF8; AlphaScreen BAZ2B-H3K14Ac peptide displacement; 360,000 compounds, 4.4% hits; also: potency is read from the fitted curve at half-maximal effect; % is scaled to controls: 0 for no effect and ±100 for the full control effect; nearly all actives have a fitted effect of over 60% in size
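Compounds, titrated to a top concentration of 110 uM, were incubated 30 min at room temperature with preformed BAZ2B/acetyl-K14 H3 peptide complex (50 nM each). Proximity signal was measured by AlphaScreen after 20 min with beads.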
G9a block: inhibitors of human histone lysine methyltransferase G9a; Potency, µM (doses to about 102 µM), for inactives: top-dose activity, negative = inhibition, actives largely listed as inhibitors; 350,000 compounds, 8.8% hits; Q96KQ7; G9a H3K9 monomethylation, AlphaScreen, 2 h; AID 504332; also: potency is read from the fitted curve at half-maximal effect; % is scaled to controls: 0 for no effect and ±100 for the full control effect; nearly all actives have a fitted effect of over 75% in size
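Methyltransferase reactions run at room temperature for 2 h (20 nM enzyme, 500 nM biotin-H3K9 peptide, 20 uM SAM) after a 15 min compound preincubation; product detected by AlphaScreen beads and anti-H3K9me1 antibody.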
JMJD2A Tudor: JMJD2A Tudor domain (human) inhibition | O75164 | AlphaScreen JMJD2A-Tudor / H3K4me3 peptide binding | Potency, µM (doses to about 114 µM), without a hit: at the highest dose activity change, negative = inhibition, actives largely listed as inhibitors | 390,000 compounds, 4.4% hits | AID 504339; also: potency is read from the fitted curve at half-maximal effect; % is scaled to controls: 0 for no effect and ±100 for the full control effect; nearly all actives have a fitted effect of over 50% in size
HP1b chromo inh: blocks HP1-beta chromodomain binding to methylated histone tails | P83916 | AlphaScreen HP1-beta / biotin-H3K9me3 peptide binding | Potency, µM (doses to about 114 µM), inactives show at the highest dose activity change, negative = inhibition, actives largely listed as inhibitors | 390,000 compounds, 0.56% hits | AID 540317; also: potency is read from the fitted curve at half-maximal effect; nearly all actives have a fitted effect of over 70% in size; inactives centre near 23
Target sequence (P83916 whole entry, looked up): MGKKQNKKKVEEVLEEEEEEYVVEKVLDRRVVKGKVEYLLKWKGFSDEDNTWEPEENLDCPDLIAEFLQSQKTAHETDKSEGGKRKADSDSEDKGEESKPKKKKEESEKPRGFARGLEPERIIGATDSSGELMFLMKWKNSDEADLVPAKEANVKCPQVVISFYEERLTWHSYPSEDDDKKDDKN
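AlphaScreen: HP1-beta (50 nM) preformed 30 min with biotin-H3(1-18)K9me3 peptide (50 nM) in PBS pH 7.4, 0.01% Tween-20. Compound added for 30 min at RT, then streptavidin donor/nickel chelate acceptor beads (10 ug/mL) for 30 min.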
ERG Ets-DNA blk: ERG Ets/DNA interaction inhibition. fluorescence polarization, His-ERG Ets domain / labelled DNA. Potency, µM (titrated, usually from 76.9 µM), for inactives: at the highest dose FP activity, negative = inhibition, hits mostly inhibitors. 370,000 compounds, 0.028% hits. AID 624246; active = well fitted inhibition curve with a large enough effect in the polarisation, with a control signal flat; inconclusive = small, poorly fitted or top-dose-only effect, or effect the other way, or a change in a side signal; inactive = no such curve, though single readings can be large or run the other way; the % refers to the polarisation;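 also: polarization taken with two DNA probes labelled with fluorescein and Texas red; potency is read from the fitted curve at half-maximal effect; % of control where 0% means no effect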
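His-tagged ERG Ets domain (1 uM in the protein solution; 300mM KCl, 50mM Tris-HCl, 1mM EDTA, 1mM DTT, pH 7.5) received compound, then a probe mix of 5 nM fluorescein-DNA and 100nM Texas-615-DNA. Fluorescence polarization was read for both dyes.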
GLS inh: glutaminase GLS (human) inhibition. O94925. GLS enzymatic activity, qHTS titration. Potency, µM (highest dose often 45.5 µM), for the others: top-dose activity change, negative = inhibition, usual class: inhibitors. 410,000 compounds, 0.21% hits. AID 624170; also: potency is read from the fitted curve at half-maximal effect; % is scaled to controls: 0 for no effect and ±100 for the full control effect
Target sequence (O94925 whole entry, looked up): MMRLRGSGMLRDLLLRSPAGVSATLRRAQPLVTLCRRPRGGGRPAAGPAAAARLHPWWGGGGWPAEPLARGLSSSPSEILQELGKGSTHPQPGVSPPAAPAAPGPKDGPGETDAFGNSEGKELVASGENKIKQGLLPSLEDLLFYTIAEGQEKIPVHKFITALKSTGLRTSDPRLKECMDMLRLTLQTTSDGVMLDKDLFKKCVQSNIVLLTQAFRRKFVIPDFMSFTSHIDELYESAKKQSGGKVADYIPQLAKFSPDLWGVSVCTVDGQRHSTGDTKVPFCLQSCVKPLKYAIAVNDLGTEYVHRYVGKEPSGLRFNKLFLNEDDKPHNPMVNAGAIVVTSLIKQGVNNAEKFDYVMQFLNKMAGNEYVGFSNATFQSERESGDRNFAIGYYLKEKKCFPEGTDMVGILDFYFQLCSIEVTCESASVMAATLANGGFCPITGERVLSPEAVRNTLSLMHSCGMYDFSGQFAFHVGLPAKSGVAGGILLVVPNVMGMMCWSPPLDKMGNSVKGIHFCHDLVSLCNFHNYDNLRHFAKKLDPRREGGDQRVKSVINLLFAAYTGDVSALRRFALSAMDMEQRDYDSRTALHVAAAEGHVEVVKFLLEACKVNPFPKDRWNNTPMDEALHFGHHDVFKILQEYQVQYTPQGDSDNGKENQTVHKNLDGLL
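Enzyme dispensed in phosphate buffer (45 mM, pH 8.2, 0.02% Tween-20), compounds pinned in, then 1 mM L-glutamine solution and the glutamate oxidase–HRP–Amplex Red mix added; fluorescence read immediately and again after 30 min at room temperature.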
The depositor's hits bear a star; i = inactive; ? = inconclusive; / = no result given; & = joins results of further samples; [ ] = dose if it differs, or a comment. Unless noted, calls follow the shape of the dose curve; as a rule, active = well fitted curve in the direction sought with a large enough effect; inconclusive = small, poorly fitted or top-dose-only effect, or another doubt; inactive = no such curve, though single readings can be large; an effect the other way counts as inactive or inconclusive. No enrichment for hits; overall some 11% were active at least once.

Compound	Tb PGK inh	PI4K2A block	Pin1 inh	BAZ2B block	G9a block	JMJD2A Tudor	HP1b chromo inh	ERG Ets-DNA blk	GLS inh
COc1ccc(CCC(C)NC2C3CC4CC(C3)CC2C4)cc1 (stereo not drawn)	-3%	-4	2%	7%[57.1 µM]	11%	-5%	25%	-1%	0%
COc1ccc(NS(=O)(=O)c2cc(NC(=O)CNC(=O)c3cccc(OC)c3)ccc2C)cc1	-16%	-1	9%	-5%	-6%[59 µM]	-24%[57.1 µM]	24%	-1%	13%
CCOC(=O)CCn1nnc(N)n1	/	4	-12%	-5%	17%[12.7 µM]	0%	21%	/	3%
Cn1nc([N+](=O)[O-])c(C(C#N)c2ccccn2)c(Cl)c1=O (stereo not drawn)	/	1	-10%	-36%	11µM*	-27%	10%	?	-6%
CCCN(CCC)S(=O)(=O)c1ccc(C(=O)N2CCN(C)CC2)cc1	-4%	0	-3%	-2%	5%	-1%	34%	-1%	4%
COc1ccc(C2CCCN2CC(O)COc2ccccc2C(C)C)cc1 (stereo not drawn)	-6%	-4	10%	-3%	4%	-15%	56%[activator]	-5%	-4%
Cc1cccc(NC(=O)Cn2c(=O)n(Cc3ccc(C(=O)NCc4ccc5c(c4)OCO5)cc3)c(=O)c3ccccc32)c1	0%	-4	16%	2%	-32%[59 µM]	-5%	17%	6%	-10%
O=C(NNc1c(F)c(F)cc(F)c1F)c1ccco1	-2%	-2	-2%	/	/	6%	36%	-2%	42%[activator]
Cc1ccc(S(=O)(=O)N2CCN(Cc3ccccc3C(F)(F)F)CC2)cc1	-6%	6	-1%	56µM*	32µM*	?	?	-9%	15%
Cc1cccc2nc(-c3ccco3)oc(=O)c12	-6%	-1	0%	-2%	-26%[2.33 µM]	-12%	31%	4%	-3%
CN(C)CCCn1c2c(c(SCC(=O)Nc3nccs3)nc1=O)CCC2	8%	-1	2%	4%	-22%	-5%	17%	11%	-1%
OCCN1C2=NCCCN2c2ccccc21	-8%	-1	4%	-17%	10%	-6%	28%	2%	-3%
CC(NC(=O)c1ccc(N(C)C)c([N+](=O)[O-])c1)c1ccc(-n2ccnc2)cc1 (stereo not drawn)	-5%	3	-7%	?	79µM*	?	-7%	-11%	5%
CCCn1c(SCC(=O)c2cc(OC)ccc2OC)nnc1-c1ccco1	-6%	5	-2%	-7%	21%[59 µM]	-25%	17%	0%	2%
Cc1ccc(C(=O)NCCOC23CC4CC(CC(C4)C2)C3)cc1	i	-1	-1%	1%	38%	5%	13%	/	0%
CCN(CC)c1ccc(CN(C(=O)c2ccco2)C2CCS(=O)(=O)C2)cc1 (stereo not drawn)	-3%	-6	0%	-36%	45µM*	-35%	4%	5%	39%[activator]
O=C(O)CCCNC(=O)CCCn1nnc2ccccc2c1=O	-1%	2	-5%	-3%	-3%	-11%	16%	3%	23%
O=C(Nc1cc(Cl)ccc1-n1cncn1)c1cccc(S(=O)(=O)N2CCOCC2)c1	3%	-1	-1%	8%	26%[2.33 µM]	-11%	35%	1%	16%
CC(C)(C)OC(=O)N1CCC(c2c(C(=O)N3CCN(c4ccccn4)CC3)cnn2-c2cccc(F)c2)CC1	-5%	0	-6%	3%[57.1 µM]	-23%[59 µM]	-18%	14%	3%	-3%
COc1ccc(C(c2c(O)nc[nH]c2=O)c2c(O)nc[nH]c2=O)cc1	0%	1	-6%	-23%	1%	-9%	16%	0%	13%

(more compounds)
Compound	Tb PGK inh	PI4K2A block	Pin1 inh	BAZ2B block	G9a block	JMJD2A Tudor	HP1b chromo inh	ERG Ets-DNA blk	GLS inh
CC(=O)NCC(O)c1ccc([N+](=O)[O-])cc1 (stereo not drawn)	-5%	-4	-1%	-3%	-1%	1%	53%[activator]	-6%	-5%
O=C(ON=C1CCN(c2ccc([N+](=O)[O-])cc2)CC1)c1ccccc1	-7%	3	17%	-30%	/	-22%	4%	-17%	4%
O=c1cc(-c2ccccc2)c2ccccc2[nH]1	-5%	2	6%	9%	?	-12%	14%	2%	11%
COC(=O)c1c(NS(=O)(=O)c2ccc3ccccc3c2)sc2c1CCCC2	i	-22	22%	?	?	-30%	5%	6%	0%
CCOc1ccc(C(=O)c2cn(Cc3ccccc3)c3c(F)cc(F)cc3c2=O)cc1	3%	-3	13%	-20%	-19%[59 µM]	-25%	5%	-3%	1%
N#CC1=C(N)Oc2c(ccc3ccccc23)C1c1ccsc1 (stereo not drawn)	9%	3	53%[activator]	-10%	45µM*	-25%	3%	4%	?
Cc1nc2c(c(C)nn2-c2ccccc2)c(C)c1Cl	-5%	-1	-3%	33%	7%	62%[activator]	120%[activator]	-11%	3%
Cc1ccccc1C1CC(c2cccs2)=NN1S(C)(=O)=O (stereo not drawn)	-1%	1	17%	-17%	28%[12.7 µM]	-20%	9%	-3%	8%
COC(=O)c1cn(C)c2ccc(S(=O)(=O)N3CCCCC3)cc2c1=O	-2%	-1	3%	-2%	?	-4%	12%	-1%	-5%
Cc1cccn2c(=O)c3cc(C(=O)NCCN4CCOCC4)c(=N)n(CCN4CCOCC4)c3nc12	0%	2	6%	?	7%	-28%	7%[57 µM]	-1%	-2%
CCN1C(=O)c2ccc(C(=O)Nc3cccc(C(=O)O)c3)cc2C1=O	-3%	-3	3%	-9%	17%	-13%	4%	-5%	0%
CC1Cc2ccccc2N1CC(=O)Nc1ccc(S(=O)(=O)N(C)C)cc1 (stereo not drawn)	5%	3	-3%	?	?	-22%	29%	-9%	21%
Cc1ccc(C(=O)N2CCc3cc(CNC(=O)c4ccnn4C)ccc32)cc1	-4%	-1	-1%	-10%	-1%[59 µM]	-21%	22%	-9%	-4%
FC(F)Oc1ccccc1NC(=S)NCCc1ccccc1	-5%	1	-3%	/	/	4%	16%	6%	-7%
Cc1cc(C)cc(-n2c(C)cc(C(=S)N3CCOCC3)c2C)c1	-4%	-3	-3%	45µM*	4.5µM*	56µM*	?	-7%	21%
CN(C)C(CNC(C(=O)Nc1ccc([N+](=O)[O-])cc1Br)c1ccccc1)c1ccccc1 (stereo not drawn)	-1%	3	-11%	/	?	35µM*	?	-1%	2%
Cc1oc(/C=N/NC(=O)CN(c2ccccc2Cl)S(C)(=O)=O)cc1Br	-3%	1	-3%	?	?	?	-17%	2%	2%
Cc1ccc2[nH]c(=O)c(CN(CCCN3CCOCC3)C(=O)NC3CCCCC3)cc2c1	-1%	0	6%	/	-4%[59 µM]	1%	34%	0%	4%
Oc1c(C(c2ccc(F)cc2)N2CCOCC2)sc2nc(-c3ccco3)nn12 (stereo not drawn)	-4%	37	1%	-4%	?	-5%	36%	9%	6%
Cc1ccc(C)c(CN2CCC(CNC(=O)Nc3ccc(F)c(Cl)c3)CC2)c1	i	-8	-9%	-3%	9%	?	-24%	3%	1%

Of the compounds above, two have an aryl thioether with sulfur outside any ring:
Compound	Tb PGK inh	PI4K2A block	Pin1 inh	BAZ2B block	G9a block	JMJD2A Tudor	HP1b chromo inh	ERG Ets-DNA blk	GLS inh
CN(C)CCCn1c2c(c(SCC(=O)Nc3nccs3)nc1=O)CCC2	8%	-1	2%	4%	-22%	-5%	17%	11%	-1%
CCCn1c(SCC(=O)c2cc(OC)ccc2OC)nnc1-c1ccco1	-6%	5	-2%	-7%	21%[59 µM]	-25%	17%	0%	2%

Later entries.
Compound	Tb PGK inh	PI4K2A block	Pin1 inh	BAZ2B block	G9a block	JMJD2A Tudor	HP1b chromo inh	ERG Ets-DNA blk	GLS inh
CCc1ccccc1NC(=O)Cn1nc(C(F)(F)F)c2c1CCC2	-4%&4%	-4&-2	-8%&-2%	0%&-1%	3%&7%[59 µM]	-12%&5%	12%&31%	-11%&-5%	-1%&14%
CN(C)/C=C(\C#N)C(=O)Nc1ccccc1	6%	0	3%	0%	0%	-8%	46%[activator]	2%	-5%
COc1ccc(/C=C/C(=O)NC(=S)Nc2ccccc2)cc1OC	3%	1	-16%	5%	?	-9%	7%	-2%	12%
Cc1cc(COC(=O)C2N3C(=O)[C@@H](NC(=O)COc4ccccc4)[C@H]3SC2(C)C)on1 (stereo partly drawn)	-3%	0	4%	-3%[57.1 µM]	-8%	-1%	18%	19%	0%
Clc1cncc(Cl)c1N/N=C/c1ccncc1	-2%	-1	1%	4%	-3%[59 µM]	-9%	13%	4%	12%

Complete entries as entered above:
Results for Clc1cncc(Cl)c1N/N=C/c1ccncc1 = Tb PGK inh: -2%; PI4K2A block: -1; Pin1 inh: 1%; BAZ2B block: 4%; G9a block: -3%[59 µM]; JMJD2A Tudor: -9%; HP1b chromo inh: 13%; ERG Ets-DNA blk: 4%; GLS inh: 12%
Results for CCc1ccccc1NC(=O)Cn1nc(C(F)(F)F)c2c1CCC2 = Tb PGK inh: -4%&4%; PI4K2A block: -4&-2; Pin1 inh: -8%&-2%; BAZ2B block: 0%&-1%; G9a block: 3%&7%[59 µM]; JMJD2A Tudor: -12%&5%; HP1b chromo inh: 12%&31%; ERG Ets-DNA blk: -11%&-5%; GLS inh: -1%&14%
Results for CN(C)/C=C(\C#N)C(=O)Nc1ccccc1 = Tb PGK inh: 6%; PI4K2A block: 0; Pin1 inh: 3%; BAZ2B block: 0%; G9a block: 0%; JMJD2A Tudor: -8%; HP1b chromo inh: 46%[activator]; ERG Ets-DNA blk: 2%; GLS inh: -5%
